Granule exo inh: lytic granule exocytosis inhibition. 0.66% of 360,000 active. TALL-104 LAMP-1 surface exposure, flow cytometry; cells stimulated with thapsigargin and PMA. AID 651702. inhibition, % at 10 µM;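 active = inhibition above about 55%, limit read from the data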
NR2E3 ag-1: agonists of human nuclear receptor NR2E3. inhibition of corepressor binding, % at 4.78 µM. GST-NR2E3/biotin-RetCOR TR-FRET, 1536-well. Q9Y5X4. AID 2300. 0.12% of 320,000 active;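 active = percent inhibition above the cutoff of mean plus 3 SD of all tested compounds, set per screening campaign, cut at about 20% in these data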;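 note: 0% = DMSO wells and 100% = biotin wells as full block of FRET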
Target sequence (Q9Y5X4 whole entry, looked up): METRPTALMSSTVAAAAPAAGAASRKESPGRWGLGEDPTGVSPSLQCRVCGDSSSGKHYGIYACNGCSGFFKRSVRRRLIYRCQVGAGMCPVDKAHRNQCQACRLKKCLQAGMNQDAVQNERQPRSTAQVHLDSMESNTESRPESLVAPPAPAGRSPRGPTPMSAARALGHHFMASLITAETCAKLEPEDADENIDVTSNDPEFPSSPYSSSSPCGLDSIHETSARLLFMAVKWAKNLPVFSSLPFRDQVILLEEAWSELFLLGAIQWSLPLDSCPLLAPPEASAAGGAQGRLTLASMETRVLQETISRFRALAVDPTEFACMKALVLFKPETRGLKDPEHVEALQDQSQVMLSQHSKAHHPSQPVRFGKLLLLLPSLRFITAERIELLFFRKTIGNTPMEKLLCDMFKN
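System: GST-NR2E3 and biotin-RetCOR proteins; probe or stimulus: 7 nM biotin-RetCOR; doses: compound at 4.8 µM, single dose; schedule: Compound–protein incubation for 5 h at 4 °C; detection: time-resolved FRET; read-out: percent inhibition; controls: biotin wells as high control, 0.6% DMSO wells as low control; format: 1536-well plates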
HIF-2a block: blocks HIF-2a reporter activity. 786-0 RCC cells HIF-2a reporter, luciferase luminescence, overnight. inhibition, % at 18.8 µM. 0.72% of 360,000 active. AID 624352;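 active = inhibition of the luminescence signal of 40% or more relative to plate controls, in a single-dose primary screen at 18.75 µM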
iPSC survival up: increases survival of single human iPS cells | hiPSC single-cell survival, ATPlite luminescence; 100% = ROCK inhibitor wells, 0% = DMSO | survival enhancement, % at 20 µM | 0.044% of 360,000 active | AID 602274; in the data active = survival enhancement above about 18%;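 note: cells exposed to compounds for 16 hours before the ATP read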
PDI inh: PDI (human) enzyme inhibition; P07237; inhibition, % at 10 µM; 0.052% of 350,000 active; AID 588391; PDI insulin aggregation turbidity, A650, 90 min;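 active = mean inhibition across replicates of 30% or more, whatever share of single replicates reach that level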;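 note: absorbance from insulin aggregation driven by PDI reduction with DTT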
Target sequence (P07237 whole entry, looked up): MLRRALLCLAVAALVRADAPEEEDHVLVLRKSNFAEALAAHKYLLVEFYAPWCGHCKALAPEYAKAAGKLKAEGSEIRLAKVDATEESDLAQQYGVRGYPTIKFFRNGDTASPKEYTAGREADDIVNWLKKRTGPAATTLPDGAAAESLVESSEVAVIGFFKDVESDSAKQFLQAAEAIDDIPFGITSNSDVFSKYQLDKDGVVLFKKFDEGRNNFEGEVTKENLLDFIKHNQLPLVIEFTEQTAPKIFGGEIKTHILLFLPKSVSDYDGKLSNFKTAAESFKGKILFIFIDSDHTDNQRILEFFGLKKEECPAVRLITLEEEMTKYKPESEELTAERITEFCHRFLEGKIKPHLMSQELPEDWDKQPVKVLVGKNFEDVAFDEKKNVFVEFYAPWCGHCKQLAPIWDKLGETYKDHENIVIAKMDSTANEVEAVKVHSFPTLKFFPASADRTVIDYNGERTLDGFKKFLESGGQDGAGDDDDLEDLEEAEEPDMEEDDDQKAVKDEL
Vif inh: HIV Vif inhibition; HEK293T cells, Vif self-association by quenched fluorescence, imaging, 24 h; inhibition, % at 7.49 µM; 0.35% of 340,000 active; in the data active = inhibition above about 50%, passing the limit was not always enough; note: some results filed as inactive read as strong as hits
Peg3 promoter: Peg3 promoter activity inhibition; HeLa PEG-Prom luciferase reporter, luminescence, overnight; inhibition, % at 20 µM; 1.7% of 360,000 active; AID 588405;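 active = inhibition of at least 50% at 20 µM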
aDG glyco up: alpha-DG glycosylation activation | 0.22% of 360,000 active | Pro5-aDG cells, alpha-DG glycosylation AlphaScreen (IIH6); 0% Pro5, 100% B10-LARGE cell signal | activation, % at 10 µM | AID 624168;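 active = activation of at least 8% versus controls, or a plate z-score of at least 8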;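 note: Pro5 are CHO cells carrying HIG-tagged alpha-DG that lacks glycosylation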
NR2E3 ag-2: human photoreceptor-specific nuclear receptor agonism. CHO-S Gal4-NCOR/VP16-NR2E3 two-hybrid, luciferase. inhibition of corepressor binding, % at 3.98 µM. 0.35% of 360,000 active. AID 602229;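 active = inhibition above the mean of all tested compounds plus 3 SD, cut at about 70% in these data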;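 note: 0% = DMSO with NR2E3 transfected cells and 100% = cells lacking NR2E3 construct; higher means lower luciferase signal from less NR2E3 corepressor binding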
TRPM1 prom inh: MITF TRPM1 promoter inhibition in SK-MEL-5 cells; SK-MEL-5 TRPM1 promoter luciferase, 24 h; inhibition, % at 12.5 µM; 0.83% of 330,000 active; AID 488899;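 active = mean inhibition across replicates of 60% or more, whatever share of single replicates reaches that level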; note: values of inactives mirror those of a sister screen read the other way
CaV13 FRET inh: Primary screen for inhibitors of IQ motif and Ca2+-dependent inactivation inhibitor domain binding in CACNA1D, Förster resonance energy transfer in living cells, … | HEK cells, CFP/YFP FRET ICDI-IQ, plate reader, 10 min; percent FRET-ratio fall versus neutral wells | inhibition, % at 12.3 µM | 0.098% of 340,000 active | AID 743397;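 active = mean replicate inhibition of at least 30% and at least 1% of replicates passing that level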;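 note: 0% = median of the neutral control wells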
* hit, by the source's call; x = not tested or not shown.

Short keys: A = Granule exo inh; B = NR2E3 ag-1; C = HIF-2a block; D = iPSC survival up; E = PDI inh; F = Vif inh; G = Peg3 promoter; H = aDG glyco up; I = NR2E3 ag-2; J = TRPM1 prom inh; K = CaV13 FRET inh
> CCOC(=O)C1CCN(Cc2ccc3ccccc3c2)CC1
  A: -6; B: x; C: 15; D: -0.5; E: 6; F: 10; G: 8; H: 0.2; I: -7; J: 4; K: -5

> CC(C)(C)c1csc(NC(=O)C2=COCCO2)n1
  A: 3; B: 3; C: -265; D: -0.5; E: 16; F: 0; G: -328; H: -0.4; I: -119; J: -74; K: -7

> CC(C)[C@H](NC(=O)C1CCN(S(=O)(=O)c2ccc(F)cc2)CC1)C(=O)NCc1ccco1
  A: -4; B: -1; C: 6; D: 0.2; E: 1; F: 9; G: 0; H: 0.1; I: 7; J: 11; K: -4

> Cc1cccc(CSCCNC(=O)CSCc2ccc([N+](=O)[O-])cc2)c1
  A: -3; B: 0; C: 9; D: 0.2; E: -2; F: -8; G: 23; H: 0.0; I: 5; J: 4; K: -6

> COC(=O)c1cc(-c2ccc(Cl)cc2)n[nH]1
  A: -4; B: 2; C: -145; D: -0.7; E: 3; F: -4; G: -113; H: -0.2; I: -21; J: -23; K: -5

> C=CCN(Cc1cccc(OC)c1OC)C(=O)Oc1ccccc1
  A: -9; B: -1; C: 2; D: -0.5; E: 3; F: 1; G: 9; H: 0.0; I: -1; J: 4; K: -2

> COc1ccc(C(=O)NC(C)CCc2ccccc2)c(OC)c1 (configuration not stated)
  A: 5; B: -2; C: -60; D: -0.1; E: 0; F: -8; G: -9; H: 0.3; I: -17; J: -7; K: -3

> COc1ccc(C(O)C(CN2CCOCC2)c2ccccc2)cc1 (configuration not stated)
  A: 4; B: -4; C: 19; D: -0.1; E: -5; F: 16; G: 5; H: -0.3; I: -11; J: 4; K: -5

> CCN1CCCC1CNC(=O)c1ccc2c(c1)N(Cc1ccccc1F)C(=O)c1ccccc1S2(=O)=O (configuration not stated)
  A: 1; B: 0; C: 8; D: 2.4; E: -5; F: 8; G: -2; H: 0.6; I: -18; J: 3; K: -3

> CCCCn1c(NS(=O)(=O)c2ccc(C)cc2)c(S(=O)(=O)c2ccccc2)c2nc3ccccc3nc21
  A: 68*; B: 18; C: 6; D: 0.6; E: -13; F: 16; G: -47; H: 0.6; I: -9; J: 8; K: -17

> CCc1ccccc1NC(=O)c1ccc2c(c1)CCN2S(C)(=O)=O
  A: -4; B: 0; C: -12; D: -0.6; E: 3; F: 1; G: -1; H: -0.3; I: -21; J: 10; K: 2

> NS(=O)(=O)c1cccc(NC(=O)CSc2nc3ccccc3c(=O)n2Cc2ccco2)c1
  A: -1; B: x; C: -4; D: 0.5; E: 2; F: -11; G: 11; H: -0.1; I: -8; J: 10; K: -7

> O=C(COC(=O)Cc1ccsc1)Nc1ccc(Br)cc1
  A: -2; B: 0; C: 7; D: -1.2; E: -6; F: 4; G: 3; H: 0.0; I: -21; J: 6; K: -19

> Cc1ccc(Nc2nc(N)nc(COC(=O)C3=COCCO3)n2)cc1
  A: 18; B: 1; C: -193; D: 0.7; E: 16; F: 7; G: -157; H: 0.4; I: -49; J: -92; K: -5

> CCOC(=O)C1CCCN(C(=O)c2cc3c(=O)n(C)c4ccccc4c3n2C)C1 (configuration not stated)
  A: -2; B: 5; C: 27; D: 3.1; E: x; F: -2; G: 13; H: 0.2; I: -14; J: x; K: -2

Full records as entered above. Order of screens: Granule exo inh | NR2E3 ag-1 | HIF-2a block | iPSC survival up | PDI inh | Vif inh | Peg3 promoter | aDG glyco up | NR2E3 ag-2 | TRPM1 prom inh | CaV13 FRET inh
C=CCN(Cc1cccc(OC)c1OC)C(=O)Oc1ccccc1 across the screens: -9 | -1 | 2 | -0.5 | 3 | 1 | 9 | 0.0 | -1 | 4 | -2
COC(=O)c1cc(-c2ccc(Cl)cc2)n[nH]1 across the screens: -4 | 2 | -145 | -0.7 | 3 | -4 | -113 | -0.2 | -21 | -23 | -5

Carrying on.
Short keys: A = Granule exo inh; B = NR2E3 ag-1; C = HIF-2a block; D = iPSC survival up; E = PDI inh; F = Vif inh; G = Peg3 promoter; H = aDG glyco up; I = NR2E3 ag-2; J = TRPM1 prom inh; K = CaV13 FRET inh
> CCOC(=O)CN(C(=O)CNC(=O)c1cccs1)C(C(=O)NC1CCCC1)c1cccnc1 (configuration not stated)
  A: 1; B: 2; C: 12; D: -0.1; E: 14; F: 11; G: 6; H: 0.0; I: -17; J: -2; K: -4

> C=C1CCN([C@@H](C)C(=O)NCc2ccc(OC)cc2)S(=O)(=O)c2ccccc21
  A: -6; B: 2; C: 3; D: -1.5; E: 0; F: -5; G: -2; H: 0.1; I: -24; J: -10; K: -8

> Fc1cccc(-n2cc(-c3ccccc3)c3c(=S)nc[nH]c32)c1
  A: -6; B: -1; C: -14; D: -0.2; E: 1; F: 0; G: 33; H: 0.7; I: 28; J: -6; K: -3

> COC(=O)c1ccccc1S(=O)(=O)N1CCC(C(=O)Nc2ccc(N3CCOCC3)cc2)CC1
  A: -3; B: x; C: 13; D: 1.1; E: 4; F: -1; G: 22; H: 0.1; I: 5; J: 12; K: -16

> N#Cc1ccc(CN2CCN(C(=O)c3ccc(S(=O)(=O)N4CCCCCC4)cc3)CC2)cc1
  A: -2; B: 1; C: 5; D: -1.0; E: -13; F: -13; G: 5; H: 0.6; I: 3; J: 24; K: -3

> COc1ccc(NC(=O)C(CCSC)N2C(=O)c3ccccc3C2=O)cc1 (configuration not stated)
  A: 0; B: -1; C: -2; D: -0.5; E: -5; F: 4; G: -8; H: -0.3; I: 20; J: 3; K: -5

> COC(=O)c1sccc1N/N=C/c1cccc(OC)c1O
  A: 1; B: -1; C: -82; D: -0.7; E: 0; F: -6; G: -20; H: -0.2; I: -183; J: 15; K: -15

> C[C@H](NC(=O)c1nc[nH]c1C(=O)N1CCN(c2ccccc2)CC1)c1ccccc1
  A: -2; B: -1; C: 3; D: -0.2; E: 5; F: 10; G: 5; H: -0.3; I: 1; J: 11; K: -10

> COc1ccc(NC(=O)c2ccc3c(c2)N(C)CCS3)cc1
  A: -1; B: 0; C: -220; D: -1.2; E: x; F: 23; G: -359; H: -0.1; I: -87; J: x; K: -5

> O=C(/C=C/c1ccc(Cl)c(Cl)c1)N1CCc2ccccc21
  A: -1; B: -2; C: -210; D: 0.2; E: -3; F: -8; G: -189; H: 0.2; I: -71; J: -61; K: -14

> O=S(=O)(NC1CCCCC1N1CCC(O)CC1)c1ccccc1 (configuration not stated)
  A: -1; B: 3; C: 12; D: 0.2; E: 1; F: 31; G: -3; H: 0.1; I: 15; J: 1; K: -3

> Cc1ccc2c(c1)C(=O)N(CCCCO)C2=O
  A: -7; B: 1; C: -11; D: 1.0; E: 3; F: 7; G: -63; H: -0.1; I: 11; J: 7; K: -2

> CC(C)(C)OC(=O)C[C@@H]1C/C=C\C[C@H](CC(=O)N[C@H](CO)Cc2ccccc2)C(=O)N[C@@H](Cc2ccccc2)COC1=O
  A: 4; B: x; C: -7; D: -4.8; E: -2; F: -3; G: 11; H: -0.2; I: 5; J: 6; K: -4

> COc1ccc(-c2csc3nc(-c4cccnc4)nc(Cl)c23)cc1OC
  A: -1; B: 1; C: 26; D: 3.1; E: 0; F: -1; G: 9; H: 1.4; I: 13; J: 18; K: -6

> CC1(C(=O)Nc2ccc(Cl)c(Cl)c2)CCN1Cc1cc2ccccc2o1 (configuration not stated)
  A: 8; B: x; C: 5; D: -1.6; E: 14; F: 16; G: 16; H: 0.0; I: -17; J: x; K: -6

> Cc1oc(-c2ccccc2F)nc1CS(=O)(=O)CC(=O)NC(C)CCc1ccccc1 (configuration not stated)
  A: -4; B: 0; C: 20; D: -0.4; E: -6; F: -4; G: 17; H: 3.0; I: 22; J: 12; K: -7

> CCc1nc2ccc(C(=O)Nc3cccc(OC)c3)cn2c1N(CC)Cc1cccc(Br)c1
  A: 3; B: x; C: -13; D: -0.8; E: 5; F: -3; G: 15; H: 1.4; I: -8; J: x; K: -5

> O=C1CCC(=O)N1c1cccc(OS(=O)(=O)c2ccccc2)c1
  A: -3; B: 1; C: -1; D: 1.2; E: -6; F: 3; G: 9; H: -0.1; I: 1; J: 4; K: -3

> O=C(Cn1nnc2ccccc21)NCc1ccccc1
  A: 0; B: 0; C: -137; D: 0.4; E: -2; F: 7; G: -171; H: -0.3; I: -92; J: -59; K: -4

> CC(=O)NC1CC2CCCC(C1)N2C(=O)Nc1cccc(Cl)c1 (configuration not stated)
  A: 1; B: x; C: 15; D: 2.8; E: 1; F: -3; G: 0; H: 0.0; I: 3; J: 6; K: -2

> Cc1cccc(OCCNC(=O)c2cccc(Oc3ccc(C(F)(F)F)cc3[N+](=O)[O-])c2)c1
  A: 2; B: 0; C: 11; D: -1.5; E: 5; F: -3; G: 28; H: 0.1; I: 11; J: 7; K: -6

> CCOc1ccccc1NC(=O)C(OC(=O)C1CC1)c1ccccc1 (configuration not stated)
  A: 6; B: -1; C: 10; D: -0.2; E: -3; F: 0; G: 8; H: -0.1; I: 17; J: 1; K: -3

> CC1(C)CC(=O)c2c(nn(-c3ccccc3)c2-c2ccncc2)C1
  A: -2; B: 2; C: 16; D: 1.2; E: 2; F: 2; G: 1; H: 0.2; I: 4; J: -8; K: -4

> Cc1cccc(N2CCCC2=Nc2ccc(Br)cc2C#N)c1
  A: -5; B: 2; C: 1; D: -2.2; E: -2; F: -4; G: 12; H: -0.1; I: 8; J: 11; K: -5

> CS(=O)(=O)N1CCN=C1SCc1ccc([N+](=O)[O-])cc1
  A: -3; B: 3; C: 2; D: -0.3; E: -2; F: -2; G: 4; H: -0.5; I: -6; J: -1; K: -4

> CCOC(=O)c1nn(-c2ccc(C)cc2)cc1O
  A: 1; B: 0; C: -198; D: -4.6; E: 7; F: 5; G: -161; H: 0.3; I: -99; J: -73; K: -5

> CCOC(=O)C1(C)CCCN(C(=O)c2ccc(C#N)cc2)C1 (configuration not stated)
  A: 1; B: x; C: 9; D: 2.3; E: 2; F: 8; G: 9; H: 0.2; I: 13; J: x; K: -7

> Cc1nc(-c2ccc(S(=O)(=O)N3CCN(C4c5ccccc5-c5ccccc54)CC3)s2)cs1
  A: -11; B: -3; C: 18; D: 1.1; E: -5; F: -11; G: 7; H: -0.4; I: 14; J: 8; K: -5

> CC(=O)Nc1cccc(-c2csc(C(O)c3ccccc3)n2)c1 (configuration not stated)
  A: -6; B: x; C: -109; D: 2.6; E: 0; F: 18; G: -76; H: -0.1; I: -70; J: x; K: -11
